# Assay outcomes from PubChem BioAssay.
# CXXC DNA block – blocks binding of human MLL CXXC domain to DNA; MLL-CXXC / FITC-HOXA9 DNA fluorescence polarization; Q03164; Potency, µM (series often up to 115 µM), inactives show at the top dose activity change, negative = inhibition, usual class: inhibitors; 0.037% of 290,000 active; active = well fitted inhibition curve with a large enough effect in the polarisation, with a control signal flat, not every such curve was filed as active; inconclusive = small, poorly fitted or top-dose-only effect, or effect the other way, or a change in a side signal; inactive = no such curve, though single readings can be large or run the other way; the % refers to the polarisation; note: potency is the fitted concentration of half-maximal effect
#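 Fluorescence polarization: 7 uM MLL-CXXC (stock) preincubated 5 min with compounds, then 50 nM fluorescein-HOX-A9 DNA (stock) added; 30 min ambient. Buffer 50 mM Tris-HCl pH 7.5, 50 mM NaCl, 1 mM DTT, 0.05% BSA.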
# Giardia kill – kills Giardia lamblia; Giardia lamblia trophozoite viability; activity change, % at 7.66 µM, hits read low; 0.15% of 340,000 active; AID 540267; in the data active = activity change below about -80%; inconclusive = between about -30% and that limit;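 note: parasites exposed to compound for two days anaerobically before the ATP read; % is set by controls: 0 for no effect and ±100 for the full control effect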
#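 Media and compound were dispensed first, then trophozoites at 100 cells/well; plates sat 48 hrs at 37 deg C without oxygen before ATP luminescence reagent was added and read after 15-30 min at room temperature.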
# Menin-MLL TR inh – displaces Texas Red mutant MLL peptide from human menin. Potency, µM (highest dose often 61.6 µM), without a hit: at the top dose FP activity change, negative = inhibition, actives largely listed as inhibitors. Menin + Texas Red MLL mutant peptide, fluorescence polarization. 0.23% of 270,000 active. AID 1768; active = well fitted inhibition curve with a large enough effect in the polarisation, with a control signal flat, not every such curve was filed as active; inconclusive = small, poorly fitted or top-dose-only effect, or effect the other way, or a change in a side signal; inactive = no such curve, though single readings can be large or run the other way; the % refers to the polarisation; note: potency is the fitted concentration of half-maximal effect; % of control where 0% means no effect; many of its hits are not listed in these tables
# GALK inhibitor – inhibitors of human galactokinase | AID 1868 | Potency, µM (titrated, usually from 57.5 µM), for inactives: top-dose activity change, negative = inhibition, most hits filed as inhibitors | Purified GALK, Kinase-Glo residual ATP luminescence | 0.007% of 270,000 active | P51570; note: potency is the fitted concentration of half-maximal effect; % is set by controls: 0 for no effect and ±100 for the full control effect
#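 GALK at 5 nM final was combined with compound, 35 uM ATP and 100 uM galactose in HEPES pH8.0 with MgCl2 and DTT. The reaction ran one hour at room temperature before luminescent ATP detection.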
# KCNH2 3.1 block – KCNH2 3.1 (human) potassium channel inhibition; U2OS KCNH2 3.1, thallium flux FluxOr; stronger effect = lower value; activity change, % (tested at about 1.8 µM); 0.95% of 340,000 active;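 active = maximum activity change below -70%; inconclusive = maximum activity change from -70% to -50%; inactive = maximum activity change above -50%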;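 note: thallium influx rate constant from kinetic fluorescence after stimulation buffer; % is set by controls: 0 for no effect and ±100 for the full control effect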
#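 Steps: virus added to U2OS suspension (4 h, RT, dark); medium with 10% FBS added, cells plated, 37 C overnight; FluxOr/Red40 loading buffer 45 min RT; stimulation buffer, 2 min kinetic read; rate constant normalized.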
# TRPV1 agonist – human TRPV1 agonism; AID 540275; activation, % at 8.33 µM; TRPV1-expressing cells, Fluo-8 calcium influx, agonist mode; 0.19% of 320,000 active; in the data active = activation above about 80%; inconclusive = between about 30% and that limit; note: 0% is about no effect
#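 Cells expressing TRPV1 were dye-loaded with Fluo-8 and read kinetically: 10 s baseline, 3 min after compound (agonist portion), then 2 min after EC20 capsaicin (allosteric enhancer portion). Calcium-bound dye fluorescence at 480/520 nm.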
# hERG WT inh – blocks the wildtype human KCNH2 potassium channel; Q12809; U2OS, BacMam KCNH2, thallium flux FluxOr; stronger effect = lower value; activity change, % at 1.84 µM; 0.37% of 340,000 active; AID 720551;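 active = maximum activity change below -70%; inconclusive = maximum activity change between -70% and -50%; inactive = maximum activity change above -50%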; note: % is set by controls: 0 for no effect and ±100 for the full control effect
#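 U2OS cells transduced with wild-type KCNH2 virus are loaded with FluxOr dye for 45 min, and thallium flux is measured in kinetic reads before and after stimulation buffer. Rate constants are normalized to DMSO controls.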
# B2AR arrestin – recruits beta-arrestin to the human beta2-adrenergic receptor | P07550 | beta-arrestin recruitment to beta2AR, cell-based reporter | Potency, µM (top dose mostly 46.1 µM), for inactives: at the top dose activation, hits mostly activators | 0.02% of 330,000 active | AID 492947;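 note: potency is the fitted concentration of half-maximal effect; 0% = DMSO controls and full agonism = EC100 isoproterenol or metaproterenol; nearly all actives have a fitted effect of over 65% in size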
# Target sequence (P07550 whole entry, looked up): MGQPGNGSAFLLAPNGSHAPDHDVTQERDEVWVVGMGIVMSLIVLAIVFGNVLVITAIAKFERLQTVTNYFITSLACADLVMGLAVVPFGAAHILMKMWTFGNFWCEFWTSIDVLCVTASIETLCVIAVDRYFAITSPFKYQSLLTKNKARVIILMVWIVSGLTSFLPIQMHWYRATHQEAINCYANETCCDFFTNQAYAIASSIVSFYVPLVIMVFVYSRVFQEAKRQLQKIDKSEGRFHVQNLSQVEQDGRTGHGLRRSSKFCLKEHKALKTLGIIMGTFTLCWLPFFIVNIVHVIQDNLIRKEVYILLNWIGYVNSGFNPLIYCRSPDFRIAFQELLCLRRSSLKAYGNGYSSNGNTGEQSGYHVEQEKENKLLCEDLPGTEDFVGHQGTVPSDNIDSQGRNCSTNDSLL
# USP2a inh – blocks human ubiquitin-specific protease USP2a; USP2 core, Ub-CHOP2 coupled fluorogenic reporter, 485/531; Potency, µM (series often up to 38.3 µM), inactives show top-dose activity change, negative = inhibition, most hits filed as inhibitors; 0.01% of 330,000 active; AID 463254;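 note: potency is the fitted concentration of half-maximal effect; plate controls were DMSO wells for no effect and full inhibition by NEM control for full effect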
#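 Deubiquitinase activity read as fluorescence (485/531 nm) after Ub-CHOP2 cleavage activates the enterokinase reporter on its substrate; USP2 core 10nM, Ub-CHOP2 and substrate 25nM each, 30min compound preincubation then 60min RT; data normalized to NEM, curves fitted.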
# Coupling enz – inhibits coupling enzyme system, counter-screen for aldolase hits; coupling enzyme system counterscreen, AmpLite Red fluorescence; AID 2472; activity change, negative = inhibition, % at 58.2 µM, hits read low; 0.67% of 290,000 active; in the data active = activity change below about -30%; note: % is set by controls: 0 for no effect and ±100 for the full control effect
#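 Final compound at 57.5 uM, incubated 10 min at RT with coupling enzyme reagent (glyceraldehyde-3-phosphate), then 20 min with substrate and AmpLite Red detection. Fluorescence read at 525/598 nm; tests interference with the coupling assay, not aldolase inhibition.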
# PKM2 activator – PKM2 (human) enzyme activation | 0.34% of 260,000 active | purified PKM2, Kinase-Glo ATP luminescence, activation; response scale: 0% is enzyme alone, no compound | P14618 | AID 1631 | Potency, µM (highest dose often 57.5 µM), inactives show at the top dose activation, most hits filed as activators; note: potency is the fitted concentration of half-maximal effect; % is set by controls: 0 for no effect and ±100 for the full control effect; nearly all actives have a fitted effect of over 55% in size
# Target sequence (P14618 whole entry, looked up): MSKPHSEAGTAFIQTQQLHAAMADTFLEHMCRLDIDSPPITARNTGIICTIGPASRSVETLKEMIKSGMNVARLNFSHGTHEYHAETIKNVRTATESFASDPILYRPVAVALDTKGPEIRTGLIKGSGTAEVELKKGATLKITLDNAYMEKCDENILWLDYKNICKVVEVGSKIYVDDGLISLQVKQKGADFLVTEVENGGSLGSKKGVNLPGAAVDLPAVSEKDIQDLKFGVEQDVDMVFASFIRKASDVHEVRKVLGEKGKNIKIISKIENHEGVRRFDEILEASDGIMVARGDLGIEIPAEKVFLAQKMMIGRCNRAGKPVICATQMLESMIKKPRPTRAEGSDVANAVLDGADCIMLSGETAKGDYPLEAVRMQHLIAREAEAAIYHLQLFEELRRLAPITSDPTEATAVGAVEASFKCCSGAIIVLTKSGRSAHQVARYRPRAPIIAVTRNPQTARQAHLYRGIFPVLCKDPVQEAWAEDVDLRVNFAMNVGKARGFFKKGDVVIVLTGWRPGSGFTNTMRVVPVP
#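 hPK-M2, >95% pure; 0.1 mM ADP / 0.5 mM PEP final; imidazole pH7.2 buffer w/ 7 mM MgCl2, 50 mM KCl; 1 h RT; Kinase-Glo lum. Intermediate enzyme activity for dual inhibitor/activator qHTS.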
# Starred values were filed as active, the others as inactive; ? = inconclusive; nt = no result given; [ ] = remark or other dose. Unless noted, calls come from the whole dose curve; as a rule, active = well fitted curve in the direction sought with a large enough effect; inconclusive = small, poorly fitted or top-dose-only effect, or another doubt; inactive = no such curve, though single readings can be large; an effect the other way counts as inactive or inconclusive.
SMILES,CXXC DNA block,Giardia kill,Menin-MLL TR inh,GALK inhibitor,KCNH2 3.1 block,TRPV1 agonist,hERG WT inh,B2AR arrestin,USP2a inh,Coupling enz,PKM2 activator
CN(CC(=O)NCc1ccco1)CC(=O)Nc1cc(S(C)(=O)=O)ccc1Cl,nt,-22,nt,nt,4,-4,-1,0.2%,3%,nt,nt
COc1ccc(C(=O)NCC(=O)OCC(=O)Nc2ccc(C)c(S(=O)(=O)N(C)C)c2)cc1OC,-2%,-9,nt,-3%,-10,1,-20,-0.3%,-3%,-2,4%
CCOC(=O)C1=C(c2ccccc2)NC(=S)NC1c1ccc(C)c([N+](=O)[O-])c1 (stereo unspecified),-3%,11,-4%,0%,7,17,-3,-0.9%,1%,-14,-2%
Cc1cc(=O)[nH]c(SCc2cccc3cccnc23)n1,-4%,-1,-6%,1%,-3,0,6,-0.3%,0%,10,4%
C=C(C)CN1C(=O)C(=O)N(CC(=C)C)C1=O,-4%,3,nt,-2%,-12,-4,5,0.1%,0%,3,-8%
CSC1=NNC(c2ccc(C(C)(C)C)cc2)=NN1,-10%,4,nt,-2%,-8,10,0,-0.4%,-2%,0,-3%
CN1CCN(C2CCN(S(=O)(=O)c3ccc(C(C)(C)C)cc3)CC2)CC1,5%,-4,0%,0%,-19,1,4,-0.3%,-10%,3,-1%
NC(=O)NC(=O)COC(=O)CNS(=O)(=O)c1ccc(F)c(F)c1F,0%,-17,nt,-3%,20,nt,3,-0.5%,9%,0,4%
CCCN1CCN(CC(=O)NCC(=O)Nc2cccc(C)c2C)CC1,nt,-13,nt,nt,4,0,-7,-0.4%,-1%,nt,nt
Cc1ccc(-c2nc(CS(=O)CC(=O)NC(C)CCc3ccccc3)c(C)o2)cc1 (stereo unspecified),-1%,-4,nt,-2%,14,20,3,0.5%,-6%,nt,nt
Cc1ccc(C(=O)C(C)OC(=O)c2ccc(Cl)nc2)cc1 (stereo unspecified),nt,16,nt,nt,-11,9,1,-3.3%,0%,nt,nt
CC(=O)n1cc(N(C(=O)CCl)c2ccc(C)cc2)c2ccccc21,19%,0,nt,-14%,0,3,1,-0.7%,-1%,-2,6%
CC(C)=C1C2CCC1C1C(=O)N(c3nc(-c4ccc(C(C)C)cc4)c(C)s3)C(=O)C21 (stereo unspecified),-13%,-12,-8%,3%,1,-2,13,-1.1%,-1%,2,-4%
COCCCNC(=O)CN(c1cccc(Cl)c1)S(C)(=O)=O,7%,5,1%,5%,11,-2,4,-1.1%,1%,3,-6%
CCOC(=O)C1(Cc2ccccc2Cl)CCN(C(=O)CCn2ccnc2C)CC1,5%,9,?,-4%,0,20,-8,-1.0%,7%,-1,-2%
O=c1c2c(-c3ccc([N+](=O)[O-])cc3)csc2nc2n1CCCCC2,-5%,-9,?,2%,-4,0,-4,-1.0%,2%,2,6%
COc1ccc(C(=O)NCCN2CCOCC2)cc1S(=O)(=O)Nc1ccc(C)cc1,nt,?,nt,nt,1,2,-5,-0.4%,1%,nt,nt
Cn1c(CSCc2ccc(F)cc2)nnc1SCC(=O)N1CCN(c2ccccc2)CC1,0%,-17,-27%,3%,-5,-7,19,-0.3%,-2%,2,0%
O=C1NCCN(Cc2ccc(-c3ccccc3)cc2)C1CC(=O)N1CCN(CCO)CC1 (stereo unspecified),-8%,-4,-22%,-1%,12,1,10,-0.2%,-1%,-2,0%
CN1C=CC(=C2C(=O)c3ccccc3C2=O)C=C1,-4%,nt,1%,0%,nt,1,nt,-0.2%,1%,-1,0%
CC1CCCN(c2ccc(C(=O)Nc3ccc4c(c3)OCO4)cc2[N+](=O)[O-])C1 (stereo unspecified),-1%,29,2%,1%,-19,?,3,-1.6%,-2%,-5,2%
COc1ccc(NC(=O)Cn2nc(C(=O)O)c3ccccc3c2=O)cc1Cl,8%,5,1%,3%,-14,-1,3,-0.4%,0%,-1,4%
CC(NC(=O)OC(C)(C)C)C(=O)NC(CCC(=O)OCc1ccccc1)C(N)=O (stereo unspecified),2%,0,1%,-1%,24,-3,10,0.0%,-2%,7,-4%
CC(=O)Nc1ccc(S(=O)(=O)NCCC(=O)NNC(=O)c2ccccc2O)cc1,nt,-10,nt,nt,25,-4,-1,-0.2%,-5%,nt,nt
O=C(COC(=O)C1CCCCC1)Nc1ccc(S(=O)(=O)N2CCOCC2)cc1,1%,8,11%,5%,11,29,3,-0.5%,4%,-2,-1%
SMILES,CXXC DNA block,Giardia kill,Menin-MLL TR inh,GALK inhibitor,KCNH2 3.1 block,TRPV1 agonist,hERG WT inh,B2AR arrestin,USP2a inh,Coupling enz,PKM2 activator
O=C(NCC1COc2ccccc2O1)c1ccc(NC(=O)C2CCCO2)cc1 (stereo unspecified),4%,4,15%,-1%,-27,2,5,0.3%,-3%,4,4%
COc1cccc(-c2noc(C3CCCN(C(=O)Cc4ccccc4)C3)n2)c1 (stereo unspecified),3%,2,-3%,0%,22,22,-4,0.1%,0%,-1,-5%
CN1CCN(C(=O)/C(=C/c2ccc([N+](=O)[O-])cc2)NC(=O)c2ccccc2)CC1,-1%,4,nt,0%,-47,2,-43,-0.3%,1%,1,nt
O=C(CN1C(=O)C(=O)N(Cc2ccccc2)C1=O)Nc1cc(Cl)cc(Cl)c1,2%,33[activator],nt,-3%,16,5,-12,0.2%,0%,6,-2%
Cn1cccc1/C=N/NC(=O)c1ccncc1,5%,-13,nt,-2%,-10,0,4,0.4%,4%,-2,-4%
N#Cc1ccccc1OCCCN1CCC(Cc2ccccc2)CC1,?,7,?,9%,-96*,6,-90*,0.3%,0%,1,-9%
CCCn1nc(C(=O)NNC(=O)c2ccc(C)c(C)c2)c2ccccc2c1=O,nt,10,nt,nt,-4,nt,4,-0.4%,2%,nt,nt
COc1ccc(OCC(=O)Nc2c(C(=O)N3CCN(C)CC3)oc3ccccc23)cc1,15%,23,nt,2%,1,0,0,-1.2%,5%,nt,nt
CN1CCCC(OC(=O)c2cccc(S(=O)(=O)N3CCCCCC3)c2)C1 (stereo unspecified),3%,-17,nt,1%,4,0,20,0.2%,8%,1,-1%
C=CCn1c(SCc2c(C)noc2C)nc2sc(C)c(C)c2c1=O,-13%,7,?,-1%,-4,?,-9,-0.4%,0%,1,7%
COc1ccc(C2(C(=O)NCC3CCCO3)CCOCC2)cc1 (stereo unspecified),-6%,6,-6%,3%,0,0,-4,0.0%,-1%,1,-2%
Cc1nonc1N1CCN(Cc2cn[nH]c2-c2ccc(F)cc2F)CC1,4%,-11,-8%,1%,4,-2,6,0.5%,11%,3,3%
O=C(N/N=C/c1ccc([N+](=O)[O-])cc1)c1ccc2nc[nH]c2c1,3%,-18,7%,2%,-4,1,-4,-1.1%,5%,6,-10%
CC(=O)c1cccc(NC(=O)C(C)OC(=O)CCN=C2NS(=O)(=O)c3ccccc32)c1 (stereo unspecified),nt,9,nt,nt,7,-2,-1,3.7%,1%,nt,nt
COc1cc(CNc2ccc(CNc3ncn[nH]3)cc2)ccc1OCC(=O)NC(C)(C)C,1%,-8,-24%,-1%,11,1,9,0.1%,2%,-4,2%
COc1ccc(NC2=C(C(C)=O)C(c3ccc(OC)cc3)C(C(C)=O)C(C)(O)C2)cc1 (stereo unspecified),2%,13,-11%,-1%,9,?,7,0.7%,1%,0,-8%
Cc1ccc(S(=O)(=O)N2CCN(Cc3cccnc3)CC2)cc1,-5%,8,nt,-2%,12,-6,-7,-0.4%,0%,nt,-5%
C=CCN(c1nc(C)cc(OC)n1)S(=O)(=O)c1ccccc1,7%,?,0%,-3%,-39,17,-20,0.0%,0%,1,1%
CC(=O)N1c2c(cc(Br)cc2S(=O)(=O)NCC2COc3ccccc3O2)CC1C (stereo unspecified),3%,4,20%,-2%,8,-3,-22,-0.5%,0%,1,1%
CCCCCCC(=O)NCC(=O)OCC(=O)c1ccccc1,4%,-9,-7%,0%,11,11,3,-0.1%,-1%,-1,-4%
O=C(NC(NNc1ccc([N+](=O)[O-])cc1)(C(F)(F)F)C(F)(F)F)c1ccc(Cl)cc1,-2%,4,?,2%,4,0,-2,-0.7%,-5%,-3,3%
C=CCc1cccc2cc(C(=O)N3CCOCC3)c(=O)oc12,5%,-20,-5%,-5%,-11,19,-1,-0.8%,3%,5,0%
COC(=O)C1SCC2C(=O)N(Cc3ccc(F)cc3)CC(=O)N21 (stereo unspecified),-3%,-16,-13%,7%,9,-6,nt,-0.1%,1%,7,-17%
O=C(COC(=O)c1ccccc1SCC(=O)N1CCCC1)NCc1ccccc1,nt,-5,nt,nt,-16,9,5,-0.5%,2%,nt,nt

# This is a subset. The share of hits here may be higher or lower than overall.
